# MmCpn inh – blocks the Methanococcus maripaludis chaperonin Mm-Cpn; 330,000 tested, 0.031% active; purified Mm-Cpn ATPase, ADP Transcreener TR-FRET; Potency, µM (highest dose often 76.9 µM), inactives show at the highest dose activity, negative = inhibition, actives largely listed as inhibitors; further: potency means the concentration at half of the fitted maximal effect; on the % scale 0 is the no-effect control and ±100 the full control effect; nearly all actives have a fitted effect of over 80% in size
#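 Measured: ADP formation by purified Mm-CPN. Conditions: 25 nM protein, 10 uM ATP, Tris pH 7.4 with Mg2+, K+ and DTT, 37°C for 30 min. Detection: Transcreener HTRF after 30 min at room temperature.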
# PI5P4Ka inh – blocks human PI5P4K alpha kinase activity; P48426; PI5P4Kalpha enzyme, ADP-Glo luminescence, 60 min; hits give low values; max response, %; 330,000 tested, 1.2% active; active means max response of -50% or lower; inconclusive means between -30% and -50%; inactive means -30% or higher; further: value at the top dose of about 77 µM; on the % scale 0 is the no-effect control and ±100 the full control effect
#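 Enzyme plus substrate dispensed, test compounds pinned in, then ATP (5 microM final) added. After 60 min at RT, ADP-Glo reagent 1 for 45 min and reagent 2 for 30 min preceded luminescence imaging.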
# EPAC2 antagonist – blocks human EPAC2 exchange factor | EPAC2 GEF exchange of Rap1B-BODIPY-GDP, fluorescence | Potency, µM (series often up to 114 µM), for inactives: top-dose activity, negative = inhibition, usual class: inhibitors | 360,000 tested, 0.18% active | AID 720708; further: potency means the concentration at half of the fitted maximal effect; on the % scale 0 is the no-effect control and ±100 the full control effect; nearly all actives have a fitted effect of over 45% in size; many of its hits are not listed in these tables
# CCT chaperon mod – changes cytosolic chaperonin activity; purified chaperonin ATPase assay, HTRF ADP detection, 30 min; activity change, % (test concentration not listed), hits read low; AID 651819; 360,000 tested, 0.3% active; in the data active means activity change below about -30%; further: on the % scale 0 is the no-effect control and ±100 the full control effect
#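 We incubate TRiC, 40 or 20 nM final, with library compounds at 76 uM and 10 uM ATP for 30 min at 37 °C. ADP formed is detected with Transcreener HTRF reagents after 30 min at room temperature.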
# EPAC1 antag – antagonists of human EPAC1; EPAC1 GEF assay, Rap1b-BODIPY-GDP exchange fluorescence; O95398; 360,000 tested, 0.14% active; Potency, µM (series often up to 115 µM), for the others: at the top dose activity change, negative = inhibition, usual class: inhibitors;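 further: potency means the concentration at half of the fitted maximal effect; plate controls were vehicle for no effect and positive control for full effect; nearly all actives have a fitted effect of over 50% in size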
# WRN inhibitor – WRN helicase (human) inhibition. Potency, µM (doses to about 114 µM), without a hit: at the highest dose activity change, negative = inhibition, most hits filed as inhibitors. WRN helicase unwinding, fluorescent forked duplex, kinetic. 360,000 tested, 0.46% active. Q14191; further: potency means the concentration at half of the fitted maximal effect; on the % scale 0 is the no-effect control and ±100 the full control effect; nearly all actives have a fitted effect of over 55% in size
#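 Kinetic fluorescence helicase assay: unwinding of a quenched forked DNA duplex (100 nM final) with 2 mM ATP final raises red fluorescence (525/598 nm). Compounds sat 15 min at room temperature with 20 nM WRN beforehand.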
# EPAC1 ag – agonists of human EPAC1; EPAC1 agonist qHTS, biochemical assay; response scale: 100% = response to 6.5 mM cAMP; 360,000 tested, 0.073% active; Potency, µM (doses to about 154 µM), for the others: at the highest dose activation, hits mostly activators; O95398; AID 720707; further: potency means the concentration at half of the fitted maximal effect; nearly all actives have a fitted effect of over 60% in size
#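 EPAC1 100 nM, Rap1B–BODIPY-GDP 250 nM, unlabeled GDP 50 uM; compound titration; 5 min RT; kinetic read ex480/em540 at 5-min intervals ×30 min; data normalized to 6.5 mM cAMP agonist control.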
# PLK1 PBD block – PLK1 (human) polo-box domain binding inhibition. P53350. Plk1 PBD binding of FITC phosphopeptide, fluorescence polarization. Potency, µM, inactives show max response, negative = inhibition, most hits filed as inhibitors. 360,000 tested, 2.8% active. AID 720504; further: potency means the concentration at half of the fitted maximal effect; series mostly up to about 57 µM; on the % scale 0 is the no-effect control and ±100 the full control effect; nearly all actives have a fitted effect of over 65% in size
# Active calls of the source: *; ? = inconclusive; / = not tested or not shown; [ ] = remark or other dose. Unless noted, the call rests on the fitted dose curve; in most records, active means well fitted curve in the direction sought with a large enough effect; inconclusive means small, poorly fitted or top-dose-only effect, or another doubt; inactive means no such curve, though single readings can be large; an effect the other way counts as inactive or inconclusive. Not all compounds are listed; the hit share may differ from the screen's.
SMILES,MmCpn inh,PI5P4Ka inh,EPAC2 antagonist,CCT chaperon mod,EPAC1 antag,WRN inhibitor,EPAC1 ag,PLK1 PBD block
COCC(=O)Nc1ccc2c(c1)[C@@H]1C[C@H](CC(=O)NCc3ccccc3)O[C@@H](CO)[C@@H]1O2,/,5,-16%,2.3,-16%,-3%,-3%,-3%
COc1cccc(OCc2nnc(SCC(=O)N3c4ccccc4Sc4ccc(Cl)cc43)o2)c1,-2%,8,0%,-0.4,8%,0%,10%,?
N#Cc1c(-c2cccc(Br)c2)cc(-c2ccco2)[nH]c1=O,-1%,-62*,2%,-0.8,0%,?,1%,13µM*
C=C[C@@H](C)N(Cc1ccc(OC)cc1)S(=O)(=O)N(Cc1ccccc1)[C@H](C=C)C(C)C,-1%,2,-10%,-11,-21%,-4%,-3%,-2%
C/C=C/c1ccc(OCC(=O)OCC2=C(C(=O)OCC)C(C)NC(=O)N2)c(OC)c1 (centres undefined),1%,-1,-16%,0.2,-17%,-26%,1%,-21%
COc1cccc(N2CCN(C(=O)C3CCCN(c4ncnc5c4nc4n5CCCCC4)C3)CC2)c1 (centres undefined),-3%,4,-4%,-2.7,9%,1%,6%,-8%
COCCNC(=O)c1ccccc1N(Cc1ccccc1)S(=O)(=O)c1ccc(C)cc1,-1%,-12,2%,2.5,13%,0%,-7%,27µM*
CC(C)c1cc(C(F)(F)F)n2nc(C(=O)Nc3ccc4c(c3)OCO4)cc2n1,-8%,10,-6%,0.2,-1%,-19%,5%,2%
CCN(CC)CCCNC(=O)CSc1nc(-c2ccc(F)cc2)cc(C(F)(F)F)n1,1%,-4,2%,-1.0,-1%,2%,2%,-11%
O=C(C1CC1)N1CCN(c2ccc(F)cc2)CC1,0%,-5,0%,-0.4,-9%,4%,-1%,-25%
CCCCN(CCCC)Cc1cc(=O)oc2ccc3ccccc3c12,/,7,-18%,-1.3,4%,-8%,-7%,-6%
COC(=O)c1sc2ncccc2c1OCc1ccccc1Cl,-2%,6,8%,-0.9,2%,-3%,7%,5%
Cc1ccc(C(=O)NNC(=O)c2ccc(-n3cncn3)c([N+](=O)[O-])c2)cc1,-2%,-4,7%,2.1,7%,-5%,-3%,-5%
NC(=O)c1ccsc1NC(=O)c1ccc(S(=O)(=O)N2CCCC2)cc1,-2%,-13,-5%,0.1,-15%,4%,3%,-18%
CCC1Sc2ccc(S(=O)(=O)CCC(=O)Nc3ccccc3Cl)cc2NC1=O (centres undefined),1%,2,8%,-1.0,12%,-8%,6%,-18%
c1ccc(CSCc2cn3ccsc3n2)cc1,0%,4,-23%,-0.7,4%,1%,-3%,-17%
CCOc1ccc(-c2nnn(CC(=O)Nc3cccc(OC)c3)n2)cc1OCC,0%,/,0%,2.0,-9%,-10%,-15%,-5%
C[C@H]1CCC(=O)N([C@H](CN=[N+]=[N-])Cc2ccccc2)CC1,2%,-8,2%,-2.4,-6%,-1%,0%,-12%
CCCCNC(=O)C(NC(=O)c1ccc(-c2ccccc2)cc1)C(=O)c1ccccc1 (centres undefined),/,0,-1%,/,21%,11%,-9%,1%
Cc1cccc(-n2ncc3c(NCCc4ccc(S(N)(=O)=O)cc4)ncnc32)c1,1%,-11,-5%,0.0,-25%,-10%,5%,-8%
CC(=O)Nc1ccc(N)cc1,1%,1,-1%,-0.5,7%,5%,-29%,-5%
Cc1ccccc1-n1ncc2c1CC(C)(C)CC2NC(=O)c1ccncc1 (centres undefined),0%,0,3%,-0.8,-4%,2%,-14%,1%
Cc1ccc(CNC(=O)c2ccc3c(=O)[nH]c4c(C(=O)NCC5CCCO5)sc(=S)n4c3c2)cc1 (centres undefined),1%,3,?,-1.8,17%,-13%,0%,?
Cc1cccc(-n2c(SCC(=O)Nc3nonc3C)nnc2-c2ccoc2C)c1,-2%,-4,-1%,-1.2,2%,2%,9%,-11%
C=CCc1ccc(OCCOCCOc2cccc3ccc(C)nc23)c(OC)c1,-3%,/,-6%,-0.9,9%,1%,9%,-6%
CSCCC(NC(=O)COc1ccccc1)C(=O)OCCOc1ccc(F)cc1 (centres undefined),2%,1,-11%,-3.4,3%,-3%,6%,-6%
C=CCn1cc(/C=N/N2C(=O)C3C4C=CC(C4)C3C2=O)c2ccccc21 (centres undefined),2%,-2,4%[57.1 µM],1.3,-1%,-1%,9%,-15%
N#C/C(=C/c1ccc(-c2ccc(Br)cc2)o1)C(=O)NC1CCCCC1,-6%,23,6%,-0.2,4%,-3%,6%,1%
C(=N\Nc1nc(N2CCCC2)nc(N2CCCC2)n1)/c1ccccc1OCc1ccccc1,2%,0,-4%,2.5,-3%,1%,8%,-1%
CCOc1ccc(/C=N/Nc2ccc(C(F)(F)F)cc2[N+](=O)[O-])cc1O,0%,-5,-1%,-1.8,-7%,1%,-5%,-13%
COC(=O)C1CSC(C(=O)OC)N1C(=O)Nc1ccc(Cl)c(Cl)c1 (centres undefined),-4%,0,-5%,-0.9,7%,-8%,12%,-6%
O=C(CSc1ccccc1C(=O)O)c1ccc(Cl)cc1,2%,-6,2%,0.0,0%,3%,7%,-8%
COc1cc(C(=O)Nc2nc(C)cc(C)n2)cc(OC)c1OC,0%,-2,-3%,0.8,-7%,1%,8%,0%
CSCC[C@H](NC(=O)[C@@H]1Cc2ccccc2CN1)C(=O)NC1CCCCC1,2%,-3,12%,-0.2,6%,6%,-12%,-2%
CCOc1cc2[nH]c(=S)n(CCC(=O)NCc3ccc(OC)cc3)c(=O)c2cc1OCC,-8%,-2,11%,-3.3,1%,5%,-6%,5%
CC(=O)Nc1cccc(NC(=O)CSc2nnc3ccc(-c4ccncc4)nn23)c1,3%,-4,13%,-4.0,1%,-28%,-3%,-6%
Cc1nn(C)c(Oc2ccccc2)c1CCNS(=O)(=O)c1ccc(F)cc1,0%,1,-2%,-0.9,-9%,3%,2%,-9%
COc1cccc(NC(=O)C2CCC2)c1,1%,4,11%,-1.3,1%,3%,-11%,-10%
COc1ccc2[nH]c(=O)c(CN(C(=O)COc3ccccc3)C(C)C)cc2c1,2%,-8,13%,-4.4,12%,0%,0%,1%
CC(C)CC1C(=O)N(Cc2cn(CCC3OCCCO3)nn2)CCS(=O)(=O)N1Cc1ccc(-c2ccc(Cl)nc2)cc1 (centres undefined),/,0,-30%,-1.4,-18%,-2%,-1%,-6%
Cc1ccc2c(CN3CCN(S(=O)(=O)c4ccc5c(c4)OCCO5)CC3)cc(=O)oc2c1C,1%,-1,0%,0.5,0%,-4%,-5%,0%
O=C(Nc1ccc(F)cc1)c1cccnc1,1%,4,3%,0.7,5%,-9%,24%,5%
Cc1ccccc1C(=O)NC1CCN(CC(=O)Nc2ccccc2)CC1,-2%,0,7%,2.1,-8%,-1%,11%,3%
Nc1ccc2nc(CN3CCOCC3)[nH]c2c1,0%,-4,12%,-36*,14%,0%,7%,-7%
COc1ccc(-c2csc(N3CCN(S(=O)(=O)c4ccc5c(c4)NC(=O)CO5)CC3)n2)cc1,-13%,3,4%,-0.5,-15%,-1%,14%,-1%
COc1ccccc1C(=O)NCC1CCN(c2ccc(S(=O)(=O)N3CCOCC3)cc2)CC1,-4%,/,3%,-2.9,16%,-15%,-1%,-19%
COc1ccc(CNC(=O)CC2C[C@H](C(=O)N3CCOCC3)[C@@]3(CCC4CCCC4)c4[nH]c5ccccc5c4CCN3C2=O)cc1OC (some centres undefined),-3%,1,11%,-3.4,3%,12%,5%,-18%
CCSc1cc(N2CC(C)OC(C)C2)nc(-c2ccccc2Cl)n1 (centres undefined),-1%,1,-2%,-1.8,-1%,-4%,13%,1%
CCOc1ccc(-c2ccc(/C=C3/C(=N)N4C(C)=CSC4=NC3=O)o2)c([N+](=O)[O-])c1,0%,-59*,-9%,-5.8,?,?,-8%,3%
COC(=O)c1cccc(C(=O)N2CCC(CCC(=O)NCc3ccc(F)cc3)CC2)c1,0%,1,-3%,-0.7,9%,-1%,1%,-3%
COC(=O)C1(CCSC)NC(c2ccccc2F)C2C(=O)N(c3ccc4c(c3)OCCO4)C(=O)C21 (centres undefined),-4%,-2,-6%,-1.7,-16%,2%,2%,-5%
Cc1cc(=O)oc2cc(OCC(=O)OCC(=O)Nc3c(C)n(C)n(-c4ccccc4)c3=O)ccc12,-2%,1,21%,0.0,1%,4%,2%,-19%

# Of the compounds above, seven have a Cl atom:
SMILES,MmCpn inh,PI5P4Ka inh,EPAC2 antagonist,CCT chaperon mod,EPAC1 antag,WRN inhibitor,EPAC1 ag,PLK1 PBD block
COc1cccc(OCc2nnc(SCC(=O)N3c4ccccc4Sc4ccc(Cl)cc43)o2)c1,-2%,8,0%,-0.4,8%,0%,10%,?
COC(=O)c1sc2ncccc2c1OCc1ccccc1Cl,-2%,6,8%,-0.9,2%,-3%,7%,5%
CCC1Sc2ccc(S(=O)(=O)CCC(=O)Nc3ccccc3Cl)cc2NC1=O (centres undefined),1%,2,8%,-1.0,12%,-8%,6%,-18%
COC(=O)C1CSC(C(=O)OC)N1C(=O)Nc1ccc(Cl)c(Cl)c1 (centres undefined),-4%,0,-5%,-0.9,7%,-8%,12%,-6%
O=C(CSc1ccccc1C(=O)O)c1ccc(Cl)cc1,2%,-6,2%,0.0,0%,3%,7%,-8%
CC(C)CC1C(=O)N(Cc2cn(CCC3OCCCO3)nn2)CCS(=O)(=O)N1Cc1ccc(-c2ccc(Cl)nc2)cc1 (centres undefined),/,0,-30%,-1.4,-18%,-2%,-1%,-6%
CCSc1cc(N2CC(C)OC(C)C2)nc(-c2ccccc2Cl)n1 (centres undefined),-1%,1,-2%,-1.8,-1%,-4%,13%,1%

# From PubChem
